PG9 binder = binds the HIV-1 gp120 antibody PG9. TR-FRET gp120-PG9 antibody binding. inhibition, % at 6.7 µM. 360,000 compounds, 0.43% hits; in the data active = inhibition above about 8.5%
LEDGF integ inh = blocks HIV-1 LEDGF/p75-dependent DNA integration | TR-FRET IN-LEDGF/p75 DNA integration, Eu/Cy5 | inhibition, % at 3.7 µM | 370,000 compounds, 0.64% hits | AID 743269;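 active = inhibition above the screen-wide mean plus 3 SD, cut at about 13% in these data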;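 note: signal is the Cy5 over europium emission ratio at 671 and 618 nm; 0% = plate median of compound wells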
HTRA1 inhibitor = inhibitors of human serine peptidase HTRA1; Q92743; 340,000 compounds, 0.5% hits; AID 504803; inhibition, % at 5.96 µM; recombinant HTRA1, FP-rhodamine activity-based probe, fluorescence polarization; in the data active = inhibition above about 36%;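 note: 0% = enzyme with DMSO and 100% = wells lacking enzyme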
TDP2 inh = blocks human TDP2 phosphodiesterase activity; O95551; recombinant TDP2, T5PNP hydrolysis, p-nitrophenol absorbance 415 nm; inhibition, % at 12.8 µM; 370,000 compounds, 0.34% hits; AID 720702;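 active = inhibition above the mean of all tested compounds plus 3 SD, set per campaign, cut at about 25% in these data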;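 note: 0% = DMSO with enzyme and 100% = buffer with substrate but no TDP2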
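Evaluation: % inhibition relative to enzyme-containing and enzyme-free wells. Material: recombinant human TDP2. Benchmarks: enzyme-free and DMSO wells. Timing: enzyme reaction with compound for 2 h at 37 °C. Compound dosing: 12.8 µM only. Measured by: p-Nitrophenol epi absorbance. Reagent: T5PNP substrate at 5 mM, a TopII-DNA adduct mimic. Replication: single well per compound.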
Tn7 DDE FP = inhibitors of Tn7 peptide binding to human fibrin DD(E) | 370,000 compounds, 0.13% hits | inhibition, % at 8.3 µM | FP displacement of FITC-Tn7 peptide from fibrin DD(E); 0% = median of compound wells per plate;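 active = inhibition above the mean of compounds falling within the control limits plus 3 SD of them, cut at about 14% in these data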;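 note: 0% = plate median of compound wells and 100% = 10 µM Aha-Tn7 peptide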
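Assay system: Human fibrin DD(E) protein | Medium: Tris buffer with calcium and detergent, pH 7.8 | Reagent: 0.1 µM fluorescent Tn7 | Compound dosing: Single point at 8.3 µM | Times: 10 min preincubation, 3 h with tracer, room temperature | Detection: Fluorescence polarization of the labelled Tn7 tracer | Controls: Aha-Tn7 high control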
SIAE primary = blocks human sialic acid acetylesterase. Q9HAT2. SIAE FP-Rh probe binding, fluorescence polarization. inhibition, % at 9.66 µM. 370,000 compounds, 0.69% hits;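 active = inhibition above a cutoff: mean of compounds within the control limits plus 3 SD of those, cut at about 17% in these data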;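 note: 0% = plate median of compound wells and 100% = probe without SIAE protein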
TCR-CD3 inh = human TCR-CD3 binding inhibition; TAMRA-labeled TCR probe fluorescence, biochemical; inhibition, % at 9.4 µM; 360,000 compounds, 0.37% hits; in the data active = inhibition above about 19%;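 note: recombinant mutant TCR 2C K166C tagged with TAMRA read by polarization; 0% = receptor in buffer alone and 100% = receptor with positive control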
PRMT1 inh = inhibitors of human PRMT1. recombinant PRMT1, activity-based probe fluorescence polarization. inhibition, % at 2.79 µM. 370,000 compounds, 1.3% hits. AID 652257;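 active = inhibition above about 21% made by adding two undisclosed values, limit read from the data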
ABHD4 inh = inhibitors of mouse ABHD4 | Q8VD66 | purified mABHD4, FP-Rh probe fluorescence polarization | inhibition, % at 8.92 µM | 370,000 compounds, 0.54% hits;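 active = inhibition exceeding the mean over every tested compound plus 3 SD, cut at about 30% in these data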;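 note: 0% = plate median of compound wells and 100% = S159A mutant with DMSO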
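Assay system: mouse ABHD4 enzyme, wild type / Also added: fluorescent activity-based probe FP-Rh / Doses: single nominal dose of 8.92 µM, 0.89% DMSO final / Timing: 45 min compound pre-incubation plus 60 min probe step, 25 °C / Signal: FP readout, ex 525 nm / em 598 nm / Control set: S159A mutant/DMSO as 100%, compound-well median as 0%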
UHRF1 binding = human UHRF1 methylated DNA binding inhibitors. AID 687016. UHRF1 binding to methylated oligo, TR-FRET. inhibition, % at 4.4 µM. 370,000 compounds, 0.75% hits. Q96T88; in the data active = inhibition above about 21%;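 note: UHRF1 SRA domain binding a hemimethylated CpG hairpin DNA probe; 0% = median of test compound wells and 100% = reference inhibitor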
Target sequence (Q96T88 whole entry, looked up, the tested form may be a part): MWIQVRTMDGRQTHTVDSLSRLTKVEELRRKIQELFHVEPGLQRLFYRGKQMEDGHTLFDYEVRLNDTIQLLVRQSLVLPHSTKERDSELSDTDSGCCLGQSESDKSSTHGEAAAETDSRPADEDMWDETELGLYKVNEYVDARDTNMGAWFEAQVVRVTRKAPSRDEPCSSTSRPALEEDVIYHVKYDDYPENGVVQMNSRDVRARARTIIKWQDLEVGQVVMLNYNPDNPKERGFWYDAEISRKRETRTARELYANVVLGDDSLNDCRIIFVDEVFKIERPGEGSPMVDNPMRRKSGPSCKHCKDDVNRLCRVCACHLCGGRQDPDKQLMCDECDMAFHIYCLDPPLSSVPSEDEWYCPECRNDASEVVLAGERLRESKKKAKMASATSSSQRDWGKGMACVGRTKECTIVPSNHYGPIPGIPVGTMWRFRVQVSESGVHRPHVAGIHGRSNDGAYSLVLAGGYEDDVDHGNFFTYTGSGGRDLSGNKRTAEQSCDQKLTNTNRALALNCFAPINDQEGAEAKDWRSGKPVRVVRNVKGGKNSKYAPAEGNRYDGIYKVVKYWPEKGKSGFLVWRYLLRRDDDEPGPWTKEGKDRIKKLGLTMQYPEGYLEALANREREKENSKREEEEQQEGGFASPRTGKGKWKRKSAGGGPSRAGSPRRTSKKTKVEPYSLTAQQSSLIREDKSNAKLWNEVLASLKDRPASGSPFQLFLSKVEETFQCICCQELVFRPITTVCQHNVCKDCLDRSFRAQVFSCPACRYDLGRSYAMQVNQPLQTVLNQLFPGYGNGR
Numbers without * were called inactive; i = inactive; . = no result given. Only part of the results is shown; count on the stated rates, not on these rows.

SMILES	PG9 binder	LEDGF integ inh	HTRA1 inhibitor	TDP2 inh	Tn7 DDE FP	SIAE primary	TCR-CD3 inh	PRMT1 inh	ABHD4 inh	UHRF1 binding
COc1cc(/C=C/c2nc3ccccc3c(=O)n2-c2ccccc2O)ccc1O	-0.4	-2.2	-1.5	-1.2	1.0	7.0	-6.0	0.6	0.6	-2.6
O=C(c1cccs1)N1CCC(C(=O)O)(c2ccccc2)CC1	-0.8	2.8	2.5	3.0	-9.6	10.6	0.3	1.1	3.4	-1.4
Nc1ccc(-c2ccc(N)cc2)cc1	0.3	-4.1	7.4	-12.0	-13.4	1.7	-5.8	-2.0	1.7	-0.7
CCC(=Nc1ccc(OC)cc1OC)c1c(O)n(C)c(=O)n(C)c1=O	0.3	-1.8	3.1	13.4	3.9	4.0	2.4	-0.3	2.7	-4.4
O=C(NP(=O)(N1CC1)N1CC1)c1cc(I)ccc1I	1.1	-3.2	-1.9	0.4	5.9	-0.6	-3.4	3.2	0.0	-0.6
Cc1nn(Cc2ccccc2)c(C)c1C=C1C(=O)NC(=S)NC1=O	0.9	1.5	-4.5	1.1	-2.9	1.1	-3.7	20.1	-4.4	2.0
COC(=O)C1=C(c2ccc(F)cc2OCc2ccccc2)C[C@@H]2CC[C@H]1N2C(=O)NCc1ccccc1Cl	-2.8	-0.5	-44.6	-8.4	5.8	-14.9	-3.2	-1.0	-27.8	-6.5
CCOC(=O)C1CCN(Cc2ccc(Cl)nc2)CC1	-1.3	-2.2	3.4	4.4	4.6	-3.2	-0.8	-2.8	-2.9	0.0
Cc1ccc(OP(=O)(NC(C)c2ccccc2)Oc2ccc(C)cc2)cc1 (stereo unspecified)	-1.4	2.5	-42.5	-3.9	-1.3	-1.6	-0.8	-3.8	-4.8	2.1
O=C(COc1ccc(Br)cc1)N1CCN(Cc2ccncc2)CC1	1.2	4.7	-1.3	-5.5	7.8	-3.8	-4.6	9.0	20.5	5.3
CN1CCc2nc(N)c(C#N)c(-c3ccccc3)c2C1	-0.5	2.1	9.1	1.7	0.5	3.6	2.8	0.4	1.5	-2.9
CCCCN1C(=O)C(C2c3ccccc3C(=O)N2Cc2ccccc2)C(=O)NC1=S (stereo unspecified)	-0.2	-2.8	-8.6	8.1	7.8	8.0	3.5	4.6	0.2	-0.3
CCC(C)(O)C(=O)OC1C(=O)OC2CC3C(C)=CC(=O)C(O)C3(C)C3C4(O)OCC23C1C(C)C4O (stereo unspecified)	0.1	-3.3	0.3	-9.8	-5.4	0.0	-0.9	1.2	-1.5	0.3
CN(C)c1ccc(/C=C/C=C2/C(=O)NC(=O)N(c3ccccc3)C2=O)cc1	-26.8	2.1	-17.3	12.8	2.3	-208.7	-127.5	-8.9	-178.1	-2.3
CN1C2CCC1/C(=C/c1ccccn1)C(=O)/C2=C\c1ccccn1	-1.3	-0.8	2.5	9.2	13.5	3.5	-5.0	5.8	0.5	-1.6
Clc1ccc2[nH]c3c(c2c1)CCNC3	-2.3	5.3	13.8	2.6	1.8	5.3	5.8	-1.4	-1.3	-2.1
COC(=O)C1=C(c2ccc(F)cc2OCc2ccccc2)C[C@@H]2CC[C@H]1N2C(=O)NCc1ccc(N(C)C)cc1	-0.8	1.2	-18.6	-9.0	2.2	3.3	-1.2	-1.2	12.2	2.9
CC1(C(O)(C#CCN2CCCCC2)c2ccccc2)CCCC1 (stereo unspecified)	-1.2	4.7	-15.3	-6.5	3.3	-4.8	-3.2	-2.5	5.8	-3.1
CC1CCCCN1C(=O)Cn1cc(C=C2C(=O)N(C)C(=O)N(C)C2=O)c2ccccc21 (stereo unspecified)	0.3	0.9	-6.0	-5.2	0.4	-5.2	6.5	3.5	-2.0	-1.4
O=C(c1ccccc1)N1Cc2cc(Br)ccc2-n2nncc2C1	-0.3	-0.9	.	0.8	0.6	-0.8	6.1	-1.4	5.1	0.6
Cc1ccc(NC(=O)[C@@H](NC(=O)N2C[C@H]3C[C@@H](C2)c2cccc(=O)n2C3)C(C)C)cc1	0.5	6.2	2.4	-6.4	-3.5	-3.7	4.2	-3.2	-1.2	0.1
COC(=O)Cn1cc(C(=O)c2ccccc2F)c2ccccc21	1.3	1.6	-13.1	-14.5	-8.7	0.3	1.1	4.2	1.5	1.3
CC(=O)Nc1ccccc1C(=O)C(=O)Nc1cccc(C(=O)N2CCC3(CC2)OCCO3)c1	0.8	3.9	0.0	-11.7	4.1	-11.1	-6.9	10.0	-2.7	5.6
Cc1cccc2nc(-c3ccccc3)c(-c3ccc(CN4CCC(n5c(=O)[nH]c6ccccc65)CC4)cc3)nc12	1.0	-8.1	.	-4.6	-3.5	-9.8	8.2	-0.6	-1.4	-4.0
c1ccc2c(c1)-c1cccc3cccc-2c13	1.3	i	-4.2	-12.2	-4.5	-1.9	6.3	-4.1	-5.5	0.2

Other entries.
SMILES	PG9 binder	LEDGF integ inh	HTRA1 inhibitor	TDP2 inh	Tn7 DDE FP	SIAE primary	TCR-CD3 inh	PRMT1 inh	ABHD4 inh	UHRF1 binding
O=C(Cc1c(Cl)cccc1Cl)N1CCN(Cc2ccccc2)CC1	-0.7	-1.2	5.7	4.1	1.6	-6.9	-1.1	-2.7	-5.4	0.5
Cc1ccsc1-c1nc(CSCC(=O)N2CCC3(CC2)OCCO3)c(C)o1	-1.2	-1.6	2.5	10.4	0.0	2.1	2.9	0.6	0.1	-0.5
O=[N+]([O-])c1ccc(C[n+]2c(-c3ccccc3)cc(-c3ccccc3)cc2-c2ccccc2)cc1	-2.9	-0.1	-2.7	-4.7	0.7	2.1	8.8	-2.2	4.4	-2.9
COC(=O)C1(N(C)c2ccccc2)CCN(Cc2ccccc2)CC1	.	-2.9	.	9.1	6.5	-1.9	.	-0.5	5.1	-1.0
CCCCCN1C(=O)c2ccccc2[C@@]2(C(=O)OCC)Cc3cc(Cl)ccc3[C@@H]12	-3.7	3.8	.	-16.8	1.0	1.6	-5.5	-5.9	-14.9	0.7
Fc1ccccc1CCNCc1cccc(Cl)c1Cl	-2.9	-1.1	-13.5	-9.1	-4.2	-0.3	5.1	-2.3	0.9	-2.1
O=c1[nH]c(=S)n(Cc2ccc(F)cc2)c(O)c1C=NCc1ccc2c(c1)OCO2	0.7	-1.3	0.1	7.9	2.1	0.5	-1.3	1.0	-9.1	1.7
COC(=O)C1=C(c2c(C)noc2C)C[C@@H]2CC[C@H]1N2C(=O)NCc1ccc(C(F)(F)F)cc1	-0.2	-4.0	-3.5	-6.3	9.1	4.8	1.1	-2.8	-2.0	2.9
Clc1ccc([C@@H]2CC3CCC2N3)cn1 (stereo partly specified)	-1.0	4.2	.	0.8	-8.2	9.5	0.9	-1.6	7.6	2.5
Cc1cccc(OC(=O)N2CCOCC2)c1	-0.5	-1.2	4.6	1.6	-0.7	4.2	2.5	1.0	-1.1	-0.6
Cc1cccc(OCC(=O)N2CCN(Cc3cccnc3)CC2)c1	-0.5	-0.2	-3.1	22.9	-6.8	13.7	-0.1	3.1	14.9	0.8
O=C(NCCO)c1nsnc1NCCCl	-1.9	-1.1	-2.7	1.0	-4.4	1.6	-7.4	11.7	7.3	5.6
COc1ccccc1OCCCn1cc(C(=O)C2CC2)c2ccccc21	1.0	0.9	-14.9	6.2	1.3	8.3	-5.0	-0.7	-13.4	-3.4
CCOc1ccc(-n2c(O)c(C=Nc3ccc(N4CCOCC4)cc3)c(=O)[nH]c2=O)cc1	-2.2	-5.2	3.7	-12.9	-4.8	3.3	-0.8	1.0	1.3	9.9
CCN1CC2C3CCC(C)(O3)C2C1 (stereo unspecified)	1.4	-4.8	0.9	-8.1	8.2	-0.6	3.0	3.3	2.9	3.5
COc1ccc(NC2=NCCCS2)cc1OC	1.8	2.1	1.4	9.2	-5.5	11.0	12.5	-3.4	1.7	-0.9
Cc1cc(=O)oc2cc3c(cc12)CCCN3	-3.1	-5.5	6.9	0.8	4.1	3.2	4.0	-2.2	10.4	-3.4
c1cc(CNCCc2ccc3c(c2)OCO3)ccn1	-1.2	3.8	8.6	17.5	-3.8	-2.7	-0.2	-4.4	7.3	-0.8
O=c1[nH]c(CN2CCNCC2)nc2ccccc12	-1.3	2.6	7.3	2.9	2.2	-2.8	-7.9	-0.6	0.9	-3.7
Cc1ccc2c(c1)CC1(CN2C)C(=O)NC(=O)N(c2ccccc2C)C1=O (stereo unspecified)	-1.5	1.1	-3.6	-4.6	-2.7	0.2	3.9	1.2	1.7	1.3
Cc1ccc(O)c(C)c1	-1.5	1.3	0.0	-1.0	-0.5	0.5	-0.5	1.0	-1.2	1.9
O=c1[nH]c(=O)n(Cc2ccco2)c(O)c1/C=N/N1CCCCC1	-1.3	22.6*	3.7	1.1	-0.5	3.7	5.4	5.1	-8.4	5.9
CCCCC(CC)COC(=O)c1ccccc1C(=O)OCC(CC)CCCC (stereo unspecified)	-0.1	-0.9	3.3	3.3	-0.9	-3.5	2.5	6.4	6.7	0.1
COc1cc(/C=N/NP(=S)(c2ccccc2)c2ccccc2)ccc1O	0.0	4.1	1.2	2.3	-6.8	0.9	1.5	4.7	-6.1	-2.5
CN1CCN(c2ncc(C=O)s2)CC1	-0.9	5.2	-2.8	-7.1	-6.6	0.7	-5.1	-1.2	-5.9	3.7

Further entries follow.
SMILES	PG9 binder	LEDGF integ inh	HTRA1 inhibitor	TDP2 inh	Tn7 DDE FP	SIAE primary	TCR-CD3 inh	PRMT1 inh	ABHD4 inh	UHRF1 binding
CC(C)OP(=O)(OC(C)C)C(O)c1ccccc1F (stereo unspecified)	1.3	-1.9	3.2	-1.0	-1.0	-0.9	8.1	-3.0	2.9	0.1
COc1cccc(O)c1CN1CCCC(C(=O)c2sccc2C)C1 (stereo unspecified)	2.7	1.2	5.2	-3.0	0.2	0.5	-4.0	2.8	-4.6	4.3
Cc1ccc(/C=C2/C(=O)NC(=O)N(CCc3ccc(F)cc3)C2=O)s1	-0.2	-1.1	-2.4	5.3	3.4	-10.9	-0.5	11.9	-2.7	0.1
CN(C)Cc1c[nH]c2cc([N+](=O)[O-])ccc12	0.9	-0.3	-3.4	-1.6	-5.1	-3.7	5.8	-4.6	4.0	-3.0
COc1ccc(CCNC2CCCCCC2)cc1	-1.2	-0.2	1.4	-2.8	2.6	-6.0	1.0	5.6	-1.8	0.7
CCCNC(=O)N1[C@H]2CC[C@@H]1C(C(=O)OC)=C(c1ccc(OC)c(OC)c1)C2	1.9	0.6	-0.7	-2.3	-4.6	5.2	1.1	1.3	5.7	2.8
